High-throughput results deposited in PubChem by National Center for Advancing Translational Sciences (NCATS).
Giardia killer – Giardia lamblia killing | Giardia lamblia trophozoite viability | activity change, % at 7.66 µM, hits read low | hit rate 0.15% among 340,000 | AID 540267; in the data active means activity change below about -80%; inconclusive means between about -30% and that limit;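 further: parasites exposed to compound for two days anaerobically before the ATP read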
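Media and compound were dispensed first, then trophozoites at 100 cells/well; plates sat 48 hrs at 37 deg C without oxygen before ATP luminescence reagent was added and read after 15-30 min at room temperature.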
Active calls of the source: *; & = joins results of further samples; [ ] = remark or other dose. On the % scale 0 is the no-effect control and ±100 the full control effect. An excerpt; count on the stated rates, not on these rows.

Start of the data: the first 4 entries, to show the layout:
`CC(C)(C)c1ccc(S(=O)(=O)N2CCN(c3nc(-c4cccs4)nc4ccccc34)CC2)cc1` gave Giardia killer inconclusive.
For CNCCN(C)c1nc(-c2cccs2)nc2ccccc12 the results were Giardia killer 8.
For O=C(O)CSc1nc2ccc(NC(=O)COc3ccc(Cl)cc3)cc2s1 the results were Giardia killer -3.
For CCCCNC(=O)c1ccc2nc(-c3cccs3)c(-c3cccs3)nc2c1 the results were Giardia killer -2.

The list itself (from the top)
`CC(C)(C)c1ccc(S(=O)(=O)N2CCN(c3nc(-c4cccs4)nc4ccccc34)CC2)cc1` gave Giardia killer inconclusive.
For CNCCN(C)c1nc(-c2cccs2)nc2ccccc12 the results were Giardia killer 8.
For O=C(O)CSc1nc2ccc(NC(=O)COc3ccc(Cl)cc3)cc2s1 the results were Giardia killer -3.
For CCCCNC(=O)c1ccc2nc(-c3cccs3)c(-c3cccs3)nc2c1 the results were Giardia killer -2.
O=C(NCCc1nc2ccccc2n1CCOc1ccc(Cl)cc1)C1CCCCC1 was read as Giardia killer -7.
Screening CC(C)c1ccc(Nc2nc(Nc3ccc(Cl)cc3)nc(N3CCOCC3)n2)cc1 returned Giardia killer 2.
O=[N+]([O-])c1cc(Cl)ccc1Nc1nc(Nc2ccc(Cl)cc2[N+](=O)[O-])nc(N2CCOCC2)n1 was read as Giardia killer 10.
COc1cccc(Sc2nc(N(C)C)ncc2S(=O)(=O)c2ccc(Cl)cc2)c1 was read as Giardia killer 17.
`CCCCCCn1c(SCC#N)nc2ccccc2c1=O` gave Giardia killer 9.
`CCOc1nc(C#N)nc(N2CCOCC2)n1` gave Giardia killer -21.
Screening Cc1ccccc1OCC(=O)NCC(=O)OCC(=O)c1ccc(F)cc1 returned Giardia killer 11.
`COc1ccc(C2Nc3ccccc3C(=O)N2Cc2ccccc2)cc1COc1ccccc1F` (centres undefined) gave Giardia killer 6.

Reprinted from the part before: two compounds; new compounds follow.
Screening Cc1ccccc1OCC(=O)NCC(=O)OCC(=O)c1ccc(F)cc1 returned Giardia killer 11.
`COc1ccc(C2Nc3ccccc3C(=O)N2Cc2ccccc2)cc1COc1ccccc1F` (centres undefined) gave Giardia killer 6.
COc1cc(C(c2c(C)[nH][nH]c2=O)c2c(C)[nH][nH]c2=O)ccc1OC(=O)c1ccccc1OC was read as Giardia killer 10.
For CCCN1CNc2c(c(=O)[nH]c(=S)n2Cc2ccc(OC)c(OC)c2)C1 the results were Giardia killer -18.
Screening COc1ccc(CN(Cc2ccccc2)C(=O)c2ccc(O)cc2)cc1COc1ccc(NC(C)=O)cc1 returned Giardia killer 41[activator].
Screening O=C(Nc1ccncc1)C1C(=O)c2ccccc2N(Cc2ccccc2)C1=O (centres undefined) returned Giardia killer -1.
For S=C(NCCCCN(Cc1ccc(Cl)cc1)c1ccc(Br)cn1)NCCCc1cnc[nH]1 the results were Giardia killer 0.
COc1ccc(N=c2nc(-c3ccc(C)cc3)n(-c3ccccc3)s2)cc1 was read as Giardia killer 6.
`CCOC(=O)c1ccccc1OCc1cc(C2Nc3ccccc3C(=O)N2c2cccc3ccccc23)ccc1OC` (centres undefined) gave Giardia killer 6.
`N#Cc1ccc(C(=O)N(Cc2ccco2)Cc2cccs2)cc1` gave Giardia killer 8.
Screening O=C(CNC(=O)C(c1ccccc1)c1ccccc1)OCC(=O)c1cccc2ccccc12 returned Giardia killer -24.
Cc1nnc(SCC(=O)Nc2ccc(N(C)C)cc2)[nH]c1=O was read as Giardia killer -7.
For N#Cc1nc(N)nc(N2CCCCC2)n1 the results were Giardia killer -21.
`Nc1cc(C(F)(F)F)ccc1S(=O)(=O)Nc1cccc2c1NCCC2` gave Giardia killer 2.

Five compounds out of the list, sorted by SMILES length, descending.
Screening COc1ccc(CN(Cc2ccccc2)C(=O)c2ccc(O)cc2)cc1COc1ccc(NC(C)=O)cc1 returned Giardia killer 41[activator].
Screening O=C(CNC(=O)C(c1ccccc1)c1ccccc1)OCC(=O)c1cccc2ccccc12 returned Giardia killer -24.
For CCCN1CNc2c(c(=O)[nH]c(=S)n2Cc2ccc(OC)c(OC)c2)C1 the results were Giardia killer -18.
`Nc1cc(C(F)(F)F)ccc1S(=O)(=O)Nc1cccc2c1NCCC2` gave Giardia killer 2.
Cc1nnc(SCC(=O)Nc2ccc(N(C)C)cc2)[nH]c1=O was read as Giardia killer -7.

Next structures follow.
CCC(c1nnnn1Cc1ccccc1)N(Cc1ccccc1)Cc1cc2cc(C)ccc2[nH]c1=O (centres undefined) was read as Giardia killer -3.
Screening NCc1cn(Cc2ccccc2)nc1-c1ccccc1 returned Giardia killer -9.
CC(C)(C)c1ccc(S(=O)(=O)N2CCN(c3nc(-c4ccccc4)nc4ccccc34)CC2)cc1 was read as Giardia killer 8.
For Cc1cc(C)cc(S(=O)(=O)N2CCN(c3nc(-c4cccs4)nc4ccccc34)CC2)c1 the results were Giardia killer 5.
For CCCN1CNc2c(c(=O)[nH]c(=S)n2CCc2c(C)cccc2C)C1 the results were Giardia killer 8.
`COc1ccc2c(c1)c1c(c(=O)n(-c3ccc(OC)c(OC)c3)c(=O)n1Cc1ccccc1C)n2C` gave Giardia killer -2.
`CC(=O)Oc1ccc2cc(-c3nc4c(s3)CCc3ccccc3-4)c(=O)oc2c1` gave Giardia killer -1.
COc1cccc(/C=C2/SC(=S)N(CC(=O)Nc3nccs3)C2=O)c1 was read as Giardia killer -20.
For CCCN1CNc2c(c(=O)[nH]c(=S)n2CCc2ccsc2)C1 the results were Giardia killer inconclusive.
`NC(=O)NN=C1c2cc(S(=O)(=O)N3CCOCC3)ccc2-c2ccc(S(=O)(=O)N3CCOCC3)cc21` gave Giardia killer -12.
For O=C(NCCCc1nc2ccccc2n1CCCCOc1ccccc1)C1CCCCC1 the results were Giardia killer -4.
`N#Cc1nc(-c2ccc(OCc3ccc(Cl)cc3)cc2)oc1N1CCCC1` gave Giardia killer 17.
Screening Nc1nc(NCc2ccc(F)cc2)c2[nH]cnc2n1 returned Giardia killer -21.
CN1CC2(Cc3cc([N+](=O)[O-])ccc31)C(=O)OC(C)(C)OC2=O was read as Giardia killer -9.
CCOc1cccc(C2C=C(c3ccc4c(c3)OCO4)NC(c3ccc(F)cc3)N2)c1O (centres undefined) was read as Giardia killer 8.
Screening CC1CCN2c3ccccc3CC3(C(=O)OC(C)(C)OC3=O)C2C1 (centres undefined) returned Giardia killer -11.
CCOc1ccc(CNCc2c(C(=O)O)n(Cc3ccccc3C)c3cc(OC)ccc23)cc1OC was read as Giardia killer 6.
For CC(=O)Nc1ccc(/C=C/C(=O)c2ccc(-n3nncc3-c3ccccc3)cc2)cc1 the results were Giardia killer -4.
`O=C1NCc2c1c1c3ccccc3[nH]c1c1[nH]c3ccccc3c21` gave Giardia killer 25.
For CC(C)(C)NC(=O)COC(=O)CNC(=O)C1CCCCC1 the results were Giardia killer 17.
`Cn1nc(-c2cccnc2)nc2c(=O)n(C)c(=O)nc1-2` gave Giardia killer -86*.
Screening O=C(COc1ccc(F)cc1)NCCc1nc2ccccc2[nH]1 returned Giardia killer 0.
`Cc1ccc(Nc2ncnc3nc[nH]c23)cc1` gave Giardia killer 6.
Screening N#Cc1nc(-c2ccc(OCc3ccc(Cl)cc3)cc2)oc1N1CCCCC1 returned Giardia killer 23.
For O=C(Nc1nc2ccc(S(=O)(=O)N3CCCC3)cc2s1)c1ccc(F)cc1 the results were Giardia killer -11.
`CCc1ccc2occ(CC(=O)Nc3ccc(OC)c(Cl)c3)c2c1` gave Giardia killer -4.
For O=S(=O)(Nc1cccc2cccnc12)c1cccs1 the results were Giardia killer -13.
`COc1ccc(C2Nc3ccccc3C(=O)N2c2cccc3ccccc23)cc1COc1c(C)cccc1C` (centres undefined) gave Giardia killer 19.
Screening CCS(=O)(=O)c1nc(S(=O)(=O)c2ccc(C)cc2)c(NCC(C)C)s1 returned Giardia killer -4.
Cc1ccc(-c2nc(-c3cc4cc(Cl)ccc4oc3=O)sc2C)cc1 was read as Giardia killer -27.
`COc1cc(-c2nn3c(-c4cc(-c5ccccc5)n[nH]4)nnc3s2)cc(OC)c1OC` gave Giardia killer -9.
`Clc1nc(NCC2CCCO2)c2[nH]cnc2n1` (centres undefined) gave Giardia killer 16.
Screening Cc1ccc(NC(=O)c2ccc(NC(=O)C3CCCC3)cc2)c(C)c1 returned Giardia killer 7.
`O=S(=O)(c1cccc(Cl)c1)N1CCN(c2nc(-c3cccs3)nc3ccccc23)CC1` gave Giardia killer 11&-11.
COc1ccc(-c2nc3c(=O)n(C)c(=O)nc-3n(C)n2)cc1 was read as Giardia killer -99*.
`CC(=O)Nc1ccccc1NS(=O)(=O)c1ccccc1NO` gave Giardia killer 2.
For COc1ccc(NC(=O)c2sc3nc4c(cc3c2N)CN(Cc2ccccc2)CC4)c(OC)c1 the results were Giardia killer 5.
`CCCN1CNc2c(c(=O)[nH]c(=S)n2CCc2ccc(C)c(C)c2)C1` gave Giardia killer -8.
Screening COC(=O)c1c(NC(=O)CCCOc2cccc(C)c2)sc2c1C(C(=O)OC)CC2 (centres undefined) returned Giardia killer 8.
`CCCN1CNc2c(c(=O)[nH]c(=S)n2CCc2ccc3c(c2)OCCO3)C1` gave Giardia killer 1.
`CCCN1CNc2c(c(=O)[nH]c(=S)n2CCc2cc(C)cc(C)c2)C1` gave Giardia killer 28.
`Cc1ccc(Nc2nc(NCc3ccco3)nc3nccnc23)c(C)c1` gave Giardia killer 7.
For Cc1ccc(C(=O)NCC(=O)OCC(=O)c2ccc3ccccc3c2)cc1 the results were Giardia killer -21.
Screening Cc1cc(NC(=O)C2CCCN(S(=O)(=O)c3cccc4nonc34)C2)ccc1Br (centres undefined) returned Giardia killer 20.
Screening CC(C)S(=O)(=O)N1CCN(c2nc(-c3cccs3)nc3ccccc23)CC1 returned Giardia killer -7.
COc1ccc(C2Nc3ccc(NC(=O)COC(C)=O)cc3C(=O)N2Cc2ccccc2)cc1COc1ccc(NC(C)=O)cc1 (centres undefined) was read as Giardia killer 27.
Screening CCN(CC)c1ccc(-n2nc3cc(C)c(NC(=O)c4ccccc4C)cc3n2)c(C)c1 returned Giardia killer -13.
For C(/Oc1ccccc1)=C1\Nn2c(nnc2-c2cc(-c3ccccc3)n[nH]2)S1 the results were Giardia killer 52&0[activator].

Compounds from the list above with a nitro group on carbon:
O=[N+]([O-])c1cc(Cl)ccc1Nc1nc(Nc2ccc(Cl)cc2[N+](=O)[O-])nc(N2CCOCC2)n1 was read as Giardia killer 10.
CN1CC2(Cc3cc([N+](=O)[O-])ccc31)C(=O)OC(C)(C)OC2=O was read as Giardia killer -9.

Next part.
`CC(=O)Nc1cccc(C(=O)OCC(=O)NC(=O)C2CCCCC2)c1` gave Giardia killer 8.
For CCCOc1ccccc1C(=O)N1CCCCC1CCN1CCCCC1 (centres undefined) the results were Giardia killer -25.
For O=C(c1cccs1)N(Cc1ccco1)c1ccc(O)cc1 the results were Giardia killer 21.
Screening c1ccc(N=c2nc(-c3ccccc3)n(-c3ccccc3)s2)cc1 returned Giardia killer 9.
For COc1ccc(Cl)cc1C(=O)Nc1ccc([N+](=O)[O-])cc1Cl the results were Giardia killer -11.
Screening COc1ccc(S(=O)(=O)N2CCN(c3ccccc3F)CC2)cc1-c1noc(C)n1 returned Giardia killer 6.
Cc1ccccc1OCC(=O)NCC(=O)OCC(=O)c1ccc(Br)cc1 was read as Giardia killer -8.
Screening CCOc1ccc(CN2C(=O)c3ccccc3Sc3ccc(C(=O)NCc4ccc5c(c4)OCO5)cc32)cc1 returned Giardia killer 4.
For COc1ccc(OCCCn2c(CCNC(=O)C3CCCCC3)nc3ccccc32)cc1 the results were Giardia killer -7.
Screening COc1ccc(N2C(=O)c3ccccc3NC2c2ccc(OC)c(COc3ccc(NC(C)=O)cc3)c2)cc1 (centres undefined) returned Giardia killer -13.
Cn1c(=S)[nH]c2cc(C(=O)N3CCN(Cc4cccs4)CC3)ccc2c1=O was read as Giardia killer 31[activator].
For O=S(=O)(c1ccc(C(F)(F)F)cc1)N1CCN(c2nc(-c3cccs3)nc3ccccc23)CC1 the results were Giardia killer 3.
For O=[N+]([O-])c1ccccc1S(=O)(=O)N1CCN(c2nc(-c3cccs3)nc3ccccc23)CC1 the results were Giardia killer 2.
Screening Cc1ccc(-c2nnc3ccc(SCC(=O)c4ccccc4)nn23)cc1 returned Giardia killer 0.
Clc1ccc(Cn2c3c(c4ccccc42)CCc2cc4ccccc4nc2-3)cc1 was read as Giardia killer 5.
Screening CC(NC(=O)COC(=O)c1ccco1)C12CC3CC(CC(C3)C1)C2 (centres undefined) returned Giardia killer 7.
O=[N+]([O-])c1ccc(S(=O)(=O)N2CCN(c3nc(-c4ccccc4)nc4ccccc34)CC2)cc1 was read as Giardia killer -1.
Screening COc1ccc(C2Nc3ccccc3C(=O)N2Cc2ccco2)cc1OC (centres undefined) returned Giardia killer -7.
CC(C)Sc1nnc2c3ccccc3n(C)c2n1 was read as Giardia killer 18.
For COc1ccc(CCn2c(=S)[nH]c(=O)c3c(C)cc(C)nc32)cc1OC the results were Giardia killer 14.
O=C(Nc1nnc(CCc2ccccc2)s1)C1CCN(C(=O)c2ccco2)CC1 was read as Giardia killer -15.
For O=C(NNc1ccccc1F)c1cccs1 the results were Giardia killer 9.
`O=C(COC(=O)c1ccc2ncsc2c1)NC(=O)C1CCCCC1` gave Giardia killer -5.
For COc1cccc2cc(C(=O)N(Cc3cccs3)Cc3cccs3)c(=O)oc12 the results were Giardia killer 23.
`O=C(NNc1c(Cl)cccc1Cl)c1sc2ccccc2c1Cl` gave Giardia killer -13.
O=C(NCCc1nc2ccccc2n1CCCOc1ccccc1Cl)C1CCCCC1 was read as Giardia killer -12.
For O=C(NCCc1nc2ccccc2n1CCCOc1ccc2ccccc2c1)C1CCCCC1 the results were Giardia killer 6.
